Screens: PubChem, National Center for Advancing Translational Sciences (NCATS)
p53 reactivation: re-activators of mutant p53. AID 504706. H1299 p53-A138V BP100-luciferase reporter, luminescence, 24 h. Potency, µM (highest dose often 92.2 µM), for the others: at the top dose activity change, positive = activation, usual class: activators. actives 0.063% (n = 320,000); further: potency means the concentration at half of the fitted maximal effect; % of control where 0% means no effect; nearly all actives have a fitted effect of over 45% in size
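p53-null H1299 cells stably carrying temperature-sensitive p53-A138V and a BP100-luciferase reporter were pinned with compounds (4-point, 1:5 series) and held 24 hrs at 37 deg C. Luminescence was read 10 min after detection reagent.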
ELG1 genotoxic: induces genotoxicity in HEK293T cells with luciferase-tagged ELG1 | Potency, µM (highest dose often 46 µM), for the others: at the top dose activity change, positive = activation, most hits filed as activators | actives 1.3% (n = 330,000) | HEK293T ELG1-luciferase reporter, luminescence, 16 h | AID 504466; further: potency means the concentration at half of the fitted maximal effect; % of control where 0% means no effect; nearly all actives have a fitted effect of over 60% in size
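Cells (2,000/well) expressing the ELG1-luciferase fusion are dosed by pin tool and kept 16 hr at 37 °C, 5% CO2. Signal comes from ONE-Glo luciferase reagent after 30 min at room temperature.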
FLuc counter: firefly luciferase modulation, counter-screen for miR-21 project. Potency, µM (doses to about 57.5 µM), without a hit: at the top dose activity change, negative = inhibition, hits mostly inhibitors. AID 588342. purified FLuc, Km substrates, luminescence inhibition. actives 6.9% (n = 360,000);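 further: potency means the concentration at half of the fitted maximal effect; plate controls were vehicle for no effect and reference inhibitor for full effect; nearly all actives have a fitted effect of over 55% in size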
Target sequence (P08659 whole entry, looked up): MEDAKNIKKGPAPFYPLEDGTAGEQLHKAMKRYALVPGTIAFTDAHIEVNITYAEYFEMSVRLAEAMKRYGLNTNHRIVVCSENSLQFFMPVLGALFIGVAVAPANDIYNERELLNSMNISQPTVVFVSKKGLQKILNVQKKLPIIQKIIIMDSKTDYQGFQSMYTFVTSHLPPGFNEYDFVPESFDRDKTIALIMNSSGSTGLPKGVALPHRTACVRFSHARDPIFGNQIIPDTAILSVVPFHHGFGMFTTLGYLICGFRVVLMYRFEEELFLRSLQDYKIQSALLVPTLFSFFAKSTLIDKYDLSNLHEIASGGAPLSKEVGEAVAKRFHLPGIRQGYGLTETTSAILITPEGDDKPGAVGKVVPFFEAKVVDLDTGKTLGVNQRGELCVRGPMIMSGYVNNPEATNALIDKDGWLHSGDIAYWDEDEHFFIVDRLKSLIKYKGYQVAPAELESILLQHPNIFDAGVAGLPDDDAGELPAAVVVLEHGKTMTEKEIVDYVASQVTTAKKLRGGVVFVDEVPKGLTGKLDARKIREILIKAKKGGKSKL
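Purified P. pyralis luciferase, 10 nM final, with Km-level 10 uM D-luciferin and 10 uM ATP in 50 mM Tris acetate pH 7.5, 10 mM Mg acetate, 0.01% Tween-20, 0.05% BSA; 6-point qHTS titration about 60 µM downward; luminescence read.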
BRCA1 expr act: increases BRCA1 expression; Potency, µM (doses to about 46.1 µM), for the others: at the highest dose activation, most hits filed as activators; MCF7-BRCA1-FFLuc reporter, luminescence, 48 h; response scale: scaled: vehicle 0%, 10 µM genistein 100%; actives 1.1% (n = 380,000); AID 624202; further: potency means the concentration at half of the fitted maximal effect; nearly all actives have a fitted effect of over 80% in size; some results filed as inactive show a strong effect at the top dose
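Quantitative HTS in MCF7 cells stably reporting BRCA1 expression via firefly luciferase. Compound treatment lasts 48 h at 37 °C in phenol-red free MEM. Activation is expressed relative to genistein at 10 microM and DMSO.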
Menin-MLL TR inh: menin-MLL binding inhibition, Texas Red mutant peptide | O00255 | Menin + Texas Red MLL mutant peptide, fluorescence polarization | actives 0.23% (n = 270,000) | Potency, µM (doses to about 61.6 µM), inactives show top-dose FP activity change, negative = inhibition, actives largely listed as inhibitors; active means well fitted inhibition curve with a large enough effect in the polarisation, with a control signal flat, not every such curve was filed as active; inconclusive means small, poorly fitted or top-dose-only effect, or effect the other way, or a change in a side signal; inactive means no such curve, though single readings can be large or run the other way; the % refers to the polarisation; further: potency means the concentration at half of the fitted maximal effect; % of control where 0% means no effect; many of its hits are not listed in these tables
NPC1 promoter act: activators of NPC1 promoter; Huh7 NPC1 promoter luciferase reporter, 24 h; Potency, µM (titrated, usually from 9.22 µM), for inactives: at the top dose activation, actives largely listed as activators; actives 2.4% (n = 320,000);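 further: potency means the concentration at half of the fitted maximal effect; % of control where 0% means no effect; nearly all actives have a fitted effect of over 60% in size; reporter is driven by a mutant NPC1 promoter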
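Stably transfected Huh7 (NPC1 promoter→luciferase), 1500 cells/well in Opti-MEM + 10% FBS, 2 h settle, then compound 24 h at 37 °C. Luminescence after 10 min with Amplite reagent.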
RORgamma inh: ROR gamma (mouse) transcription inhibition; P51450; Drosophila S2 Gal4-RORgamma UAS-luciferase reporter, 20 h; Potency, µM (titrated, usually from 53.6 µM), inactives show top-dose activity change, negative = inhibition, usual class: inhibitors; actives 5.4% (n = 310,000); AID 2551; further: potency means the concentration at half of the fitted maximal effect; on the % scale 0 is the no-effect control and ±100 the full control effect; nearly all actives have a fitted effect of over 60% in size
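Luminescence from a UAS-regulated Photinus luciferase reporter in stably transfected Drosophila Schneider cells is measured; decreased signal marks ROR gamma inhibition. Fusion expression is induced by 700 uM copper sulfate for 20 hr.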
PKM2 activator: activators of human pyruvate kinase M2; P14618; purified PKM2, Kinase-Glo ATP luminescence, activation; response scale: 0% is enzyme alone, no compound; Potency, µM (doses to about 57.5 µM), for the others: top-dose activation, actives largely listed as activators; actives 0.34% (n = 260,000); AID 1631; further: potency means the concentration at half of the fitted maximal effect; on the % scale 0 is the no-effect control and ±100 the full control effect; nearly all actives have a fitted effect of over 55% in size
Target sequence (P14618 whole entry, looked up): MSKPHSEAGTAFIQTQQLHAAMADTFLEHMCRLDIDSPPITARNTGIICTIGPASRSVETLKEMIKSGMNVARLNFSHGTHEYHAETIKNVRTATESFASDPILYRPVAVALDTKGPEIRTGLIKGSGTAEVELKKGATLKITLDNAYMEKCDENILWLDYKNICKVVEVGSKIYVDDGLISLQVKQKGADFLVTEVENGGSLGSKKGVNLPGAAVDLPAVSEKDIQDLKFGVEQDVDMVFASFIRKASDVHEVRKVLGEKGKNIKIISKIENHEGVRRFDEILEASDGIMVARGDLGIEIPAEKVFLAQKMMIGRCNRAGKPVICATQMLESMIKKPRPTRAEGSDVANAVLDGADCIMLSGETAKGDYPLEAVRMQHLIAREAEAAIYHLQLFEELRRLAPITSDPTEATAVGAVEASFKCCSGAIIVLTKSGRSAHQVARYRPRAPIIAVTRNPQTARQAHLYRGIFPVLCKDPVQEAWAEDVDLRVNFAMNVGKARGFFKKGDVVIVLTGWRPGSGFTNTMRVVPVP
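Purified hPK-M2 (>95% pure) converted ADP (0.1 mM final) to ATP with 0.5 mM PEP in 50 mM imidazole pH7.2, KCl, MgCl2, Tween 20, BSA; 1 h at room temperature. ATP detected by Kinase-Glo luminescence.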
Rab9 prom act: activators of Rab9 promoter; Potency, µM (top dose mostly 9.22 µM), for the others: at the highest dose activation, negative = inhibition, actives largely listed as activators; Huh7 Rab9 promoter-luciferase reporter, luminescence, 24 h; AID 485297; actives 2.8% (n = 320,000); further: potency means the concentration at half of the fitted maximal effect; % of control where 0% means no effect; nearly all actives have a fitted effect of over 60% in size
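Huh7 cells stably carrying Rab9 promoter–luciferase reporter, plated 1500 cells/well, compound added after 2 h and incubated 24 h at 37 °C; luciferase luminescence then read after 10 min with detection reagent.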
Giardia kill: kills Giardia lamblia; Giardia lamblia trophozoite viability; activity change, % at 7.66 µM, hits read low; actives 0.15% (n = 340,000); AID 540267; in the data active means activity change below about -80%; inconclusive means between about -30% and that limit;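 further: parasites exposed to compound for two days anaerobically before the ATP read; on the % scale 0 is the no-effect control and ±100 the full control effect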
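Trophozoites 100 cells/well + cpd; 48 hrs, 37 deg C, anaerobic. ATPLite 1-Step added, 15-30 min RT, luminescence read (ATP-based viability).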
Gal4-VP16 FLuc: Gal4-VP16 reporter inhibition counter-screen; Potency, µM (doses to about 53.6 µM), inactives show at the highest dose activity, negative = inhibition, hits mostly inhibitors; Drosophila S2 Gal4-VP16 UAS-luciferase, luminescence, 20 h; AID 2546; actives 3.5% (n = 310,000);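 further: Gal4-VP16 expression switched on by copper sulfate through the metallothionein promoter; potency means the concentration at half of the fitted maximal effect; on the % scale 0 is the no-effect control and ±100 the full control effect; nearly all actives have a fitted effect of over 50% in size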
* hit, by the source's call; ? = inconclusive; · = no result given; [ ] = another dose, or the depositor's remark. Unless noted, the call rests on the fitted dose curve; in most records, active means well fitted curve in the direction sought with a large enough effect; inconclusive means small, poorly fitted or top-dose-only effect, or another doubt; inactive means no such curve, though single readings can be large; an effect the other way counts as inactive or inconclusive.

SMILES	p53 reactivation	ELG1 genotoxic	FLuc counter	BRCA1 expr act	Menin-MLL TR inh	NPC1 promoter act	RORgamma inh	PKM2 activator	Rab9 prom act	Giardia kill	Gal4-VP16 FLuc
COc1ccc(/C=C2\SC(=S)N(CCCC(=O)Nc3cccc(C(=O)O)c3)C2=O)cc1OC	2%	-20%	3%	-21%	·	-6%	10%	3%	-1%	-10	-5%
CCOc1ccc(OCCC(=O)N(CCC2=CCCCC2)c2c(N)n(Cc3ccccc3)c(=O)[nH]c2=O)cc1	-2%	1%	4%	-27%	·	2%	·	·	-6%	-4	·
O=C1CCC(C(=O)OCc2cc(=O)oc3ccc4ccccc4c23)=NN1	1%	0%	0%	28%	·	1%	-26%	4%	1%	2	0%
C/C(=N\NC(=O)Cn1cc([N+](=O)[O-])cn1)c1ccc(O)cc1	-2%	-2%	-1%	13%	·	1%	18%	1%	-1%	-1	-10%
CC(=O)n1cc(C2C(=O)CC(C)(C)CC2=O)c2ccccc21	3%	1%	10%	-35%	23%	2%	11%	0%	-2%	2	0%
CCOC(=O)C(NC(C)=O)(N1CCOCC1)C(F)(F)F (configuration not stated)	4%	-2%	12%	·	-1%	-7%	-20%	-7%	3%	·	-2%
COc1ccc(NCC(=O)Nc2ccc(C#N)cc2)cc1Cl	-2%	-4%	4%	19%	?	-3%	24%	2%	1%	-1	-13%
COc1ccc(-n2nc(C(=O)NCC(=O)Nc3cc(OC)c(OC)c(OC)c3)c3ccccc3c2=O)cc1Cl	-1%	-8%	-1%	-30%	56%[activator]	-5%	?	0%	0%	2	-29%
CCOC(=O)c1sc2nc3n(c(=O)c2c1C)CCC(C)CC3 (configuration not stated)	5%	?	?	75%	-20%	4%	15%	3%	?	-6	6%
C/C(=N\OCC(=O)Nc1ccccc1C(=O)O)c1cccs1	19%	2%	21µM*	11µM*	26%	13%	-45%	-11%	16%	5	?
CCc1ccc(CNC(=O)C2CCN(S(=O)(=O)N3CCC4(CC3)OCCO4)CC2)cc1	0%	-2%	-3%	-7%	24%	-4%	26%	-2%	-1%	6	13%
COc1cc(OC)c(OC)cc1CNCc1ccco1	2%	-4%	-1%	-15%	-13%	-3%	10%	·	7%[1.84 µM]	-5	-10%
Cc1ccc(-n2ncc3c(=O)n(CC(N)=O)cnc32)cc1	7%	2%	-2%	-4%	-1%	-2%	-10%	-4%	1%	4	-13%
COc1ccc(CN(CC(=O)NCc2ccccc2)C(=O)CCC(=O)Nc2ccccn2)cc1	4%	-4%	-1%	-8%	-16%	-2%	25%	-2%	3%	-2	-4%
CCNc1nc(NC(C)C)nc(N(C#N)CCOc2ccc(Cl)cc2Cl)n1	-7%	-18%	2%	-35%	0%	-2%	26%	9%	3%	0	?
CCCCOC(=O)c1cc(=O)[nH]c2ccc(C)cc12	0%	4%	0%	-12%	?	-6%	1%	-10%	-5%	-2	-4%
N=c1sccn1CC(=O)Nc1ccc2c(c1)CCC2	2%	-11%	2%	-5%	3%	1%	-21%	-1%	-1%	1	2%
Cc1noc(C)c1COc1ccccc1C(=O)NCCc1ccccc1	2%	1%	-4%	18%	·	0%	·	·	-3%	0	·
CCOC(=O)N1CCC(N2CC34C=CC(O3)C(C(=O)Nc3ccc(OCC)cc3)C4C2=O)CC1 (configuration not stated)	-6%	1%	1%	43%	6%[11.7 µM]	0%	0%	-6%	-8%	-23	0%
C1=CC2C3C=CC(C3)C2C1 (configuration not stated)	-4%	1%	4%	-2%	·	-1%	-12%	·	-5%	-13	1%
CCOc1ccc(CC(=O)NNC(=S)Nc2ccc(OC)c(OC)c2)cc1	-6%	0%	0%	-2%	-8%	0%	-42%	-8%	-1%	-2	-1%
COCCOC(=O)c1[nH]c2c(c1C)C(=O)CC(c1ccc(OC)c(OC)c1)C2 (configuration not stated)	-5%	-5%	4%	-16%	10%	-4%	?	·	-10%	-5	-16%
O=C1C(Nc2ccccc2)=C2CCCC=C2N1c1ccccc1	4%	1%	-14%	?	-2%	9%	-36%	2%	10%	-8	-4%
CC1CC(C)CN(S(=O)(=O)c2cc3c4c(c2)C(C)C(=O)N4CCC3)C1 (configuration not stated)	2%	-1%	2%	13%	·	3%	-2%	·	-7%	-6	-4%
CCN(CC)CCCNC(=O)Cn1ccc2ccccc2c1=O	2%	0%	0%	0%	-10%	0%	14%	-6%	0%	17	-7%

(next part)
SMILES	p53 reactivation	ELG1 genotoxic	FLuc counter	BRCA1 expr act	Menin-MLL TR inh	NPC1 promoter act	RORgamma inh	PKM2 activator	Rab9 prom act	Giardia kill	Gal4-VP16 FLuc
O=C(O)CCCn1cc(NC(=O)COc2ccc(F)cc2)cn1	3%	0%	0%	0%	-3%	1%	41%	·	0%	-14	-4%
O=C(c1ccccc1)c1ccccc1N/C=C/c1nnnn1-c1ccccc1	-2%	-1%	-17%	-10%	·	0%	-15%	-1%	-3%	-1	-1%
COc1cccc(-n2c(C)nnc2SCC#N)c1	22%	1%	-1%	-3%	1%	-3%	-8%	-4%	-5%	-5	4%
CC(C)OC(=O)c1ccc(NC(=O)c2cccc(-n3cnnn3)c2)cc1	-6%	-5%	·	-33%	·	-4%	·	·	10%	22	·
CC(=O)Nc1ccc(S(=O)(=O)NCC2CCC(C(=O)NCCC3=CCCCC3)CC2)cc1 (configuration not stated)	1%	-6%	-3%	0%	-7%	-2%	1%	-1%	-5%	-8	-4%
N#Cc1nc(-c2ccc([N+](=O)[O-])cc2)oc1N1CCCCC1	1%	1%	0%	3%	9%	1%	4%	·	-2%[1.84 µM]	-15	-7%
CSc1cccc(NC(=O)CC(C)n2ccnc2)c1 (configuration not stated)	-5%	-3%	2%	-38%	18%	-3%	28%	·	0%	3	-3%
CCOc1ccc(-c2nnc(N3CCOCC3)c3ccccc23)cc1	-3%	-4%	6%	-13%	?	0%	3%	·	-6%	11	1%
Cc1ccc(C(=O)N2CC(C)OC(C)C2)cc1S(=O)(=O)N1CCCCC1 (configuration not stated)	2%	0%	-2%	-1%	·	1%	·	·	-4%	-19	·
CS(=O)(=O)N(Cc1ccccc1)c1ccc(C(=O)Nc2ccc3c(c2)OCO3)cc1	-2%	-16%	-16%	-22%	1%	-1%	14%	-16%	8%	-3	?
COc1ccc(-n2nc(C(=O)NCC(=O)N3CCN(c4ccccc4OC)CC3)c3ccccc3c2=O)c(OC)c1	?	?	1.7µM*	?	4%	4%	0%	0%	26%	?	-1%
Cn1c(=O)c2c(nc(Oc3ccccc3Br)n2C)n(C)c1=O	-9%	-13%	4%	2%	-2%	1%	20%	·	1%	36[activator]	0%
CCCc1cc(C(=O)Cc2ccc(F)cc2)c(O)cc1O	-1%	2%	5%	-38%	29%	-1%	11µM*	2%	-8%	15	?
COc1ccccc1N1CCN(CCN(C(=O)c2ccc(F)cc2)c2ccccn2)CC1	-2%	-1%	-1%	-15%	?	-9%[46.1 µM]	·	·	-18%[46.1 µM]	36[activator]	·
CN(c1ccc(C(=O)NCCC2=CCCCC2)cc1)S(C)(=O)=O	·	·	9.5µM*	?	11%	·	-30%	-2%	·	-2	?
Cc1cc(=O)n2nc(N3CCCC(C(=O)NCc4ccco4)C3)sc2n1 (configuration not stated)	-1%	2%	-2%	-6%	-10%	-1%	6%	2%	-3%	17	-1%
Nc1nc2n(n1)C(c1ccccc1Cl)CC(c1ccc(F)cc1)N2 (configuration not stated)	-4%	2%	14%	8%	0%[11.7 µM]	1%	1%	0%	7%	3	-5%
CCc1ccc(/C=C2/C(=O)NC(=O)N2C(C)=O)cc1	0%	12%	8.5µM*	34%	11%	15%	2%	·	28%	-4	-9%
NC1=NS(=O)(=O)NC1c1cccc(F)c1 (configuration not stated)	2%	3%	0%	30%	8%	-1%	6%	0%	5%	-1	-20%
Cc1ccc(NC(=O)CN2CCC(C(N)=O)CC2)cc1[N+](=O)[O-]	1%	9%	-15%	39%	-8%	0%	18%	-3%	18%	-22	23%
COc1ccc(NC2c3ccccc3C(=O)N2c2cccnc2)cc1Cl (configuration not stated)	-3%	1%	8%	-3%	-2%	2%	-26%	3%	-2%	-1	-1%
COc1ccc(-c2ccc(-c3nnn(CC(C)=O)n3)cc2)cc1	?	7%	?	?	-21%	2.5µM*	?	-1%	1.6µM*	20	-17%
O=C(NCc1ccccc1F)C(=O)NCC1CCCN1S(=O)(=O)c1ccccc1 (configuration not stated)	1%	-7%	3%	6%	·	-2%	·	·	-1%	23	·
O=S(=O)(c1cccc(-c2nn3c(-c4ccncc4)nnc3s2)c1)N1CCOCC1	0%	3%	0%	·	-5%	3%	5%	-2%	2%	·	-8%
CCOC(=O)c1ccc(NS(=O)(=O)c2ccc(SC)cc2)cc1	13%	-2%	1%	-25%	31%[activator]	2%	?	-6%	-2%	-10	?

An excerpt; rates above refer to the full screens.
